p53ts 39C tox: qHTS Screen for Compounds that Selectively Target Cancer Cells with p53 Mutations: Cytotoxicity of p53ts Cells at the Nonpermissive Temperature; H1299-p53A138V viability at 39C, ATP luminescence, 24 h; Potency, µM (doses to about 46.1 µM), without a hit: at the highest dose activity change, negative = cell killing, most hits filed as cytotoxic; 130,000 tested, 1.5% active; AID 902, 2007; also: nearly all actives have a fitted effect of over 55% in size
IkB signaling: IkB Signaling. ABC-DLBCL IkBa-CBG/CBR dual luciferase ratio, 4 h; response scale: scaled: untreated 0%, proteasome inhibitor 100%. Potency, µM (doses to about 57.1 µM), for the others: top-dose IkBa stabilization activation. 110,000 tested, 0.04% active. AID 445, 2006; active = well fitted curve in the direction sought with a large enough effect in the signal ratio, not every such curve was filed as active; inconclusive = small, poorly fitted or top-dose-only effect, or a change in a side signal; the % refers to the signal ratio;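 also: the direction sought is a rising ratio; 0% = basal untreated cells and 100% = reference inhibitor full response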
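In this assay, an IκBα–CBG68 fusion accumulates when IKK-driven degradation is blocked; native CBR normalizes for cell number. OCI-Ly3 cells were treated 4 h with compound and doxycycline, then green and red light read after Chroma-Glo addition.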
Peg3 imprint: qHTS Assay for Compounds that Induce Erasure of Genomic Imprints; Potency, µM (highest dose often 60.7 µM), inactives show top-dose activity change, positive = activation, most hits filed as activators; 110,000 tested, 0.02% active; mouse ES Peg3-LacZ reporter, beta-gal luminescence, 40 h; AID 1948, 2009;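 also: 0% = negative control wells on the plate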
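Imprint erasure is scored as LacZ activity from the silenced maternal Peg3 allele in feeder-free female ES cells cultured 40 h with LIF. Luminescence is normalized to in-plate negative controls and fitted to the Hill equation.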
p53ts 32C kill: qHTS Screen for Compounds that Selectively Target Cancer Cells with p53 Mutations: Cytotoxicity of p53ts Cells at the Permissive Temperature | H1299-p53A138V at 32C, ATP luminescence viability, 24 h | Potency, µM (titrated, usually from 46.1 µM), for the others: at the top dose activity change, negative = cytotoxicity, actives largely listed as cytotoxic | 130,000 tested, 0.93% active | AID 924, 2007;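 also: 0% = DMSO and -100% = full killing by reference compound; nearly all actives have a fitted effect of over 55% in size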
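ATP-content luminescence (ATPlite) read-out after 24 h compound exposure at 32C in H1299-p53A138V cells (600/well). Tested up to 46 uM. Normalized to DMSO (0%) and 100 uM tamoxifen (100% killing); Hill-fit AC50.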
Starred values were filed as active, the others as inactive; & = joins results of further samples; [ ] = another dose, or the depositor's remark. Unless noted, calls follow the shape of the dose curve; as a rule, active = well fitted curve in the direction sought with a large enough effect; inconclusive = small, poorly fitted or top-dose-only effect, or another doubt; inactive = no such curve, though single readings can be large; an effect the other way counts as inactive or inconclusive. Unless noted, % is scaled to controls: 0 for no effect and ±100 for the full control effect; potency is read from the fitted curve at half-maximal effect.

`O=CN1C[C@H]2C[C@@H](C1)c1cccc(=O)n1C2` gave IkB signaling 0.1%[11.4 µM].
C[C@@]12CCC[C@](C)(C(=O)O)[C@@H]1CCc1ccc(O)cc12 was read as IkB signaling -0.1%[11.4 µM].
`CN[C@H]1[C@H](C)O[C@@H](O[C@@H]2C/C=C(/C)C/C(C)=C\C=C/CC[C@@H](C)CNC(=O)/C=C\C=C/[C@H]2C)C[C@@H]1O` gave IkB signaling 0.6%[11.4 µM].
Screening COc1ccc(C[C@@H]2NC[C@H](O)[C@H]2OC(C)=O)cc1 returned IkB signaling inconclusive.
`CC[C@@H]1CN2CC[C@@H]1C[C@H]2[C@@H](O)c1ccnc2ccc(OC)cc12` gave IkB signaling -0.6%[11.4 µM].
Screening CC(C)[C@@]1(NC(=O)[C@@H]2C=C3c4cccc5[nH]cc(c45)C[C@@H]3N(C)C2)O[C@]2(O)[C@H]3CCCN3C(=O)[C@H](Cc3ccccc3)N2C1=O returned IkB signaling 0.0%.
For OC[C@H]1CCCN2CCCC[C@@H]12 the results were IkB signaling -0.8%[11.4 µM].
COc1cc2c(cc1O)CCN[C@H]2C was read as IkB signaling -0.6%[11.4 µM].
Screening CC(C)[C@@]1(NC(=O)[C@H]2C[C@H]3c4cccc5[nH]cc(c45)C[C@@H]3N(C)C2)O[C@]2(O)[C@H]3CCCN3C(=O)[C@H](Cc3ccccc3)N2C1=O returned IkB signaling inconclusive.
`O=C1C[C@@H]2OCC=C3CN4CC[C@]56c7ccccc7N1[C@H]5[C@@H]2[C@H]3C[C@@H]46` gave IkB signaling -0.3%[11.4 µM].
COC[C@@H]1OC(=O)c2coc3c2[C@]1(C)C1=C(C3=O)[C@H]2CCC(=O)[C@]2(C)C[C@@H]1OC(C)=O was read as IkB signaling inconclusive.
`N[C@H](Cn1cc(I)c(=O)[nH]c1=O)C(=O)O` gave IkB signaling 2.5%.
Screening O=P(NCc1ccccc1)(Oc1ccccc1)Oc1ccccc1 returned p53ts 39C tox 14%.
For CC(C)OP(=O)(OC(C)C)C(O)c1ccc(Br)cc1 (configuration not stated) the results were p53ts 39C tox 15%.
O=C1NC(=O)N(Cc2ccco2)C(=O)/C1=C/c1cccn1CCOc1ccccc1Cl was read as p53ts 39C tox 9%.
Screening CCc1cccc(CC)c1NC(=S)N1CC2CC(C1)c1cccc(=O)n1C2 (configuration not stated) returned p53ts 39C tox 1%.
For Clc1ccc(C2NCCc3[nH]cnc32)cc1 (configuration not stated) the results were p53ts 39C tox -13%.
For Cc1cc(Oc2ccc(C(F)(F)F)cc2[N+](=O)[O-])c2c3c(c(=O)oc2c1)CCCC3 the results were p53ts 39C tox 7%.
`O=c1[nH]c(=O)n(-c2ccccc2)c(O)c1/C=C/C=Nc1ccccc1` gave p53ts 39C tox -6%.
`CC/C(=N\N1CCN(C)CC1)c1c(O)[nH]c(=O)[nH]c1=O` gave p53ts 39C tox -6%.
CCOC(=O)c1nc2ccccc2c(=O)n1-c1ccc(C)cc1C was read as p53ts 39C tox 11%.
Cn1cccc1/C=C1\C(=O)NC(=O)N(CCC2=CCCCC2)C1=O was read as p53ts 39C tox 24%.
Screening CN1c2ccc([N+](=O)[O-])cc2CC2(C(=O)NC(=O)N(c3ccccc3)C2=O)C1c1ccccc1 (configuration not stated) returned p53ts 39C tox 9%.
Screening O=C1/C(=C/c2ccc3c(c2)OCO3)N2CCC1CC2 returned p53ts 39C tox 0%.
Screening COc1ccc(/C=C2/C(=O)NC(=O)N(c3ccc(C)c(C)c3)C2=O)cc1CN1C(=O)c2ccccc2C1=O returned p53ts 39C tox -7%.
`Fc1ccc(C2NCCc3[nH]cnc32)cc1` (configuration not stated) gave p53ts 39C tox 3%.
Screening CCOC(=O)c1c(C)n(C(C)C)c2ccc(OC(=O)c3ccc(N4C(=O)CCC4=O)cc3)cc12 returned p53ts 39C tox -1%.
CCCOP(=O)(OCCC)C(NC(=O)c1ccccc1)=C(Cl)Cl was read as p53ts 39C tox -4%.
`O=C1NC(=O)C(CCc2ccncc2)(Cc2cccc(Cl)c2Cl)C(=O)N1c1ccc(Br)cc1` (configuration not stated) gave p53ts 39C tox -15%.
For CCC(C)C1(CC)C(=O)NC(=O)N=C1N (configuration not stated) the results were p53ts 39C tox -9%.
For Cc1ccc(NC(=O)N(Cc2ccc3c(c2)OCO3)C2CCN(Cc3ccccc3)CC2)cc1Cl the results were p53ts 32C kill -17%.
CCc1nc(SC)ncc1C(=O)Nc1ccc(Cl)cc1C(=O)c1ccccc1 was read as p53ts 32C kill 7%.
CCCc1nc(SC)ncc1C(=O)Nc1ccc(Cl)cc1C(=O)c1ccccc1 was read as p53ts 32C kill -8%.
For COc1ccc2c(c1)[C@@]13CCCC[C@H]1[C@@H](C2)NCC3 the results were Peg3 imprint -30%[inhibitor].
Screening Clc1ccc(N2CC3CCC(C2)N3)nn1 returned Peg3 imprint -14%.
For NC(N)=Nc1ccc2[nH]c3c(c2c1)C[C@@]1(O)[C@H]2Cc4ccc(O)c5c4[C@@]1(CCN2CC1CC1)[C@H]3O5 the results were Peg3 imprint -66%[inhibitor].
`CCC1(c2ccccc2)C(=O)NC(=O)N(C)C1=O` (configuration not stated) gave Peg3 imprint -7%.
For C#C[C@]1(O)CC[C@H]2[C@@H]3CCC4=CC(=O)CCC4(C)[C@H]3CCC21C (some centres not stated) the results were Peg3 imprint -4%.
Screening C[N+]1(C)C2CCC1CC(OC(=O)c1c[nH]c3ccccc13)C2 (configuration not stated) returned Peg3 imprint -31%[inhibitor].
`NC(CP(=O)(O)O)C(=O)O` (configuration not stated) gave Peg3 imprint -8%.
`CCCCCOc1c(OC)ccc2cc(C(=O)NCc3ccc4c(c3)OCO4)c(=O)[nH]c12` gave Peg3 imprint -17%.
O=[N+]([O-])c1ccc(O[C@@H]2O[C@H](CO)[C@@H](O)[C@H](O)[C@H]2F)c([N+](=O)[O-])c1 was read as Peg3 imprint -55%[inhibitor].
COC1=C[C@@H]2[C@@H]3Cc4ccc(OC)c(O)c4[C@]2(CCN3C)CC1=O was read as Peg3 imprint 8%.
Screening C/C=C(/C)C(=O)O[C@H]1C(C)=C2[C@H]([C@@H]1OC(=O)CCCCCCC)[C@@](C)(OC(C)=O)C[C@H](OC(=O)CCC)[C@@]1(O)[C@H]2OC(=O)[C@@]1(C)O returned Peg3 imprint -40%[inhibitor].
For NC(CCP(=O)(O)O)C(=O)O (configuration not stated) the results were Peg3 imprint -4%.
Screening CC(=O)O[C@H]1[C@H]2[C@@H](OC(=O)Cc3ccccc3)[C@@H](C)C[C@]2(OC(C)=O)C(=O)/C(C)=C/[C@@H]2[C@H](CC[C@@]13CO3)C2(C)C returned Peg3 imprint -21%.
Screening CCCCCCCCc1[se]c2ccccc2c1I returned Peg3 imprint -3%.
`C=C(C)[C@]12C[C@@H](C)[C@@]34O[C@](Cc5ccccc5)(O[C@@H]1[C@@H]3C=C(COC(=O)Cc1ccc(O)c(OC)c1)C[C@]1(O)C(=O)C(C)=C[C@@H]41)O2` gave Peg3 imprint -14%.
C[C@]12CC[C@@H](O)C[C@@H]1CC[C@@H]1[C@@H]2CC[C@]2(C)C(=O)CC[C@@H]12 was read as Peg3 imprint -10%.
CCCCC/C=C\C/C=C\C/C=C\C/C=C\CCCC(=O)NCCCl was read as Peg3 imprint -21%.

Gathered by group: the compounds so far with a nitro group on carbon (3)
For Cc1cc(Oc2ccc(C(F)(F)F)cc2[N+](=O)[O-])c2c3c(c(=O)oc2c1)CCCC3 the results were p53ts 39C tox 7%.
Screening CN1c2ccc([N+](=O)[O-])cc2CC2(C(=O)NC(=O)N(c3ccccc3)C2=O)C1c1ccccc1 (configuration not stated) returned p53ts 39C tox 9%.
O=[N+]([O-])c1ccc(O[C@@H]2O[C@H](CO)[C@@H](O)[C@H](O)[C@H]2F)c([N+](=O)[O-])c1 was read as Peg3 imprint -55%[inhibitor].

The results go on.
For CCCN(CCC)C1CCc2ccc(O)cc2C1 (configuration not stated) the results were Peg3 imprint -9%.
CCCCC/C=C\C/C=C\C/C=C\C/C=C\CCCC(=O)NCCCC(=O)O was read as Peg3 imprint 7%.
Screening COC(=O)C1(O)CC2OC1(C)n1c3ccccc3c3c4c(c5c6ccccc6n2c5c31)C(=O)NC4 (configuration not stated) returned Peg3 imprint -21%[10.9 µM].
`CC1OC(C)OC(C)O1` (configuration not stated) gave Peg3 imprint -4%.
For C=CC[C@]1(O)CCC2C3CCC4=CCCCC4C3CCC21C (some centres not stated) the results were Peg3 imprint -12%.
Screening CN(C)C(=S)SC(=S)N(C)C returned Peg3 imprint -31%[inhibitor].
CC(C)(O)C1C2OC(=O)C1[C@]1(O)C[C@H]3O[C@]34C(=O)O[C@H]2[C@]14C (some centres not stated) (tested in a mixture with another compound) was read as Peg3 imprint 16%.
CCCN1CCc2cccc3c2C1Cc1ccc(O)c(O)c1-3 (configuration not stated) was read as Peg3 imprint -45%[inhibitor].
CC(C)[C@H](N)C(=O)OCCOCn1cnc2c(=O)[nH]c(N)nc21 was read as Peg3 imprint inconclusive.
For O=[N+]([O-])c1ccc(-c2[se]c3ccccc3c2I)cc1 the results were Peg3 imprint -16%.
`C[C@H]1C2C=C[C@H]1[C@@H](C(=O)O)[C@@H]2c1c2ccc(=O)c(O)c-2oc2c(O)c(O)ccc12` gave Peg3 imprint -15%[10.9 µM].
Screening CCCCC/C=C\C/C=C\C/C=C\C/C=C\CCCC(=O)OCCN returned Peg3 imprint -20%.
C[C@]12Cc3cn4c(nc3C=C1CCC1C2CC[C@@]2(C)[C@H]1CC[C@@]2(O)C#N)nc1ccccc14 (some centres not stated) was read as Peg3 imprint -3%.
Screening C=CCN1CC[C@]23CCCCC2[C@H]1Cc1ccc(O)cc13 (some centres not stated) returned Peg3 imprint -13%.
`C[N+]1(C)C2CCC1CC(OC(=O)C(CO)c1ccccc1)C2` (configuration not stated) gave Peg3 imprint -3%&-3%.
For N[C@@H](CCl)C(=O)O the results were Peg3 imprint 11%.
For CN1C(=O)NC(=O)C(C)(C2=CCCCC2)C1=O (configuration not stated) the results were Peg3 imprint -1%.
Screening CC12CCC3C(CCC4=C(O)C(=O)CCC43C)C1CCC2=O (configuration not stated) returned Peg3 imprint -5%.
For C[C@H](CCC(=O)O)C[C@H](C)C[C@H](C)C(=O)/C=C(\O)[C@H](C)C[C@H](C)C/C=C/[C@@H](C)[C@@H](O)[C@@H](C)[C@@H](O)C[C@@H]1CC[C@@](C)(C2CC[C@@](C)([C@@H](C)O)O2)O1 (some centres not stated) the results were Peg3 imprint -29%.
`CCN(CC)CCOC(=O)C(O)(c1ccccc1)c1ccccc1` gave Peg3 imprint -2%.
For CCN1C[C@]2(C)CC[C@H](O)[C@@]34[C@@H]5C[C@@H]6[C@@H](OC)C[C@@](O)(C5[C@H]6O)[C@@H](C[C@@H]23)[C@@H]14 the results were Peg3 imprint -4%.
For O=C1Nc2ccc(Cl)cc2C(c2ccccc2)=NC1O (configuration not stated) the results were Peg3 imprint -8%.
For CC(N)Cc1c[nH]c2ccc(O)cc12 (configuration not stated) the results were Peg3 imprint -13%.
`C=C1C(O)C2OC3(CCC(/C=C/C(C)C4CC(C)=CC5(OC(CC(C)(O)C(=O)O)CCC5O)O4)O3)CCC2OC1C(O)CC(C)C1OC2(CCCCO2)CCC1C` (configuration not stated) gave Peg3 imprint -30%[inhibitor][2 µM].
For O=C(O)[C@@H]1CCN1 the results were Peg3 imprint -6%.

Four records picked at random from those above:
For O=[N+]([O-])c1ccc(-c2[se]c3ccccc3c2I)cc1 the results were Peg3 imprint -16%.
Screening CC(C)[C@@]1(NC(=O)[C@H]2C[C@H]3c4cccc5[nH]cc(c45)C[C@@H]3N(C)C2)O[C@]2(O)[C@H]3CCCN3C(=O)[C@H](Cc3ccccc3)N2C1=O returned IkB signaling inconclusive.
`CC1OC(C)OC(C)O1` (configuration not stated) gave Peg3 imprint -4%.
`CCN(CC)CCOC(=O)C(O)(c1ccccc1)c1ccccc1` gave Peg3 imprint -2%.

Compound activity: PubChem, National Center for Advancing Translational Sciences (NCATS)

Only part of the results is shown (hit frequency here may not be typical).
